mIAP block = mouse IAP inhibition; purified mouse IAP, CDP-Star luminescence, 30 min; inhibition, % at 10 µM; 330,000 compounds, 0.2% hits;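 active means inhibition of at least 40% at 10 µM in the primary screen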;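 further: plate controls were DMSO with enzyme for no effect and no enzyme wells for full effect; values of inactives mirror those of a sister screen read the other way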
hIAP block = blocks human intestinal alkaline phosphatase; P09923; purified IAP, CDP-Star luminescence, 30 min; inhibition, % at 10 µM; 330,000 compounds, 0.12% hits; AID 2544;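 active means inhibition reaching a set limit with compound at 10 µM in the primary screen, cut at about 35% in these data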;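 further: plate controls were DMSO wells with enzyme for no effect and no-enzyme buffer wells for full effect; values of inactives mirror those of a sister screen read the other way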
Target sequence (P09923 whole entry, looked up): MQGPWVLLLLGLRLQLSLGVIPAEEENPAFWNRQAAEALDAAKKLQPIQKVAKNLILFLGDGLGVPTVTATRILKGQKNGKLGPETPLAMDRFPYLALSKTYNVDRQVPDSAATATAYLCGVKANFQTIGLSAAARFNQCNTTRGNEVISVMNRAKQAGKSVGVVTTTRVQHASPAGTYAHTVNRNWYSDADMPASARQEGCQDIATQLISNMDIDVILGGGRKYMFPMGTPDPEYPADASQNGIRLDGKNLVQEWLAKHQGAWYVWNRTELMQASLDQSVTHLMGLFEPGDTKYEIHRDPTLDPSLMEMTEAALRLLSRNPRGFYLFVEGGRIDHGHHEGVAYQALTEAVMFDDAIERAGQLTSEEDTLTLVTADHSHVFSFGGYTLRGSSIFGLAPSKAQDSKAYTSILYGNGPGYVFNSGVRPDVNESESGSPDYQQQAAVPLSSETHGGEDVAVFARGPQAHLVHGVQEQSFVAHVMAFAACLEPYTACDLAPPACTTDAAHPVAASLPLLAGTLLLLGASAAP
beta cell repl = induces beta-cell replication in MIN6 cells. MIN6 cells proliferation, ATPlite luminescence, 48 h; cells starved in 0.2% serum; 100% = growth in 10% serum. proliferation, % at 10 µM. 330,000 compounds, 0.29% hits. AID 2380;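 active means compounds whose signal lies at least 3.5 SD above the mean of all wells on their plate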;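 further: 0% = DMSO-treated cells in low-serum medium and 100% = 10% serum control; some compounds called inactive have numbers as strong as hits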
APOBEC3A inh = human APOBEC3A DNA deaminase inhibition; 330,000 compounds, 0.41% hits; recombinant A3A, FAM/TAMRA ssDNA deamination fluorescence; inhibition, % at 20 µM; AID 493011;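 active means at least 40% inhibition at 20 µM here, with at most 30% in a related deaminase screen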;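 further: plate controls were A3A with DMSO for no effect and wells lacking A3A enzyme for full effect; some results filed as inactive read as strong as hits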
Target sequence (P31941 whole entry, looked up): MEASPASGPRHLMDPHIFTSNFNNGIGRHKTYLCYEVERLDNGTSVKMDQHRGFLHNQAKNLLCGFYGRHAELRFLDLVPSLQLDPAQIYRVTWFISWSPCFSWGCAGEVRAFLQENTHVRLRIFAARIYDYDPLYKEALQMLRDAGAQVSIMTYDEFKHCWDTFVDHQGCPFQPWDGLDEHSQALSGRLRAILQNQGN
GRIN3A LBD mod = modulates the human NR3A ligand-binding domain | NR3A LBD differential scanning fluorimetry, Tm shift; 0% = protein alone, 100% = glycine-bound protein | 340,000 compounds, 2.5% hits | Tm shift relative to glycine control, % at 25 µM;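 active means melting temperature shift of at least 10% of the positive control shift, at one fixed dose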
A3G deaminase = blocks human APOBEC3G single-stranded DNA deamination | 330,000 compounds, 0.28% hits | inhibition, % at 20 µM | recombinant A3G, ssDNA deamination FAM/TAMRA fluorescence | Q9HC16;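 active means inhibition of at least 40% at 20 µM, with no more than 30% in the related APOBEC3A deaminase screen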;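 further: plate controls were DMSO wells with A3G for no effect and wells lacking A3G enzyme for full effect; some compounds called inactive have numbers as strong as hits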
Target sequence (Q9HC16 whole entry, looked up): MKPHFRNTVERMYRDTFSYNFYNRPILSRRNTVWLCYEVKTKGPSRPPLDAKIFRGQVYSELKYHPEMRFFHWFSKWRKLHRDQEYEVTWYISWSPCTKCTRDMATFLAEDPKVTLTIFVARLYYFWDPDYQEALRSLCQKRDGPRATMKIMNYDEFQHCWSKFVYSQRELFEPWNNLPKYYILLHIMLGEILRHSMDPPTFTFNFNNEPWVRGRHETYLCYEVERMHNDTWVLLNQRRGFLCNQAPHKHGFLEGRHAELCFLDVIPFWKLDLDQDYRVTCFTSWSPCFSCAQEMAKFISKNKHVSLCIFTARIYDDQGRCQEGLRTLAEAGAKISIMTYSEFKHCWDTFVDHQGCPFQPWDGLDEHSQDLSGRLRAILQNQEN
MPTP inh = blocks calcium-induced mitochondrial swelling | isolated mouse mitochondria, Ca2+ swelling absorbance, 30 min | inhibition, % at 10 µM | 360,000 compounds, 1.4% hits | AID 602449;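 active means inhibition of 50% or more, scaled per plate between neutral and stimulator controls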;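 further: 0% = DMSO wells given calcium and 100% = 1 mM EGTA wells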
hIAP act = human IAP activation; P09923; purified human IAP, CDP-Star luminescence, 30 min; hits give high values; 1 = vehicle-only enzyme, 0 = enzyme-free background; activation factor at 10 µM; 330,000 compounds, 0.16% hits;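 active means activation factor of the enzyme at least 2-fold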; further: the source names both 10 and 20 µM as test concentration; values of inactives mirror those of a sister screen read the other way
mIAP act = increases mouse intestinal alkaline phosphatase activity; 330,000 compounds, 0.24% hits; activation factor at 10 µM; muIAP, CDP-Star luminescence, 30 min; hits give high values; 1 = vehicle-only enzyme signal, 0 = enzyme-free wells; AID 2805;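 active means activation factor of at least 2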; further: the source names both 10 and 20 µM as test concentration; values of inactives mirror those of a sister screen read the other way
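also added = chemiluminescent substrate CDP-Star | test system = mouse IAP enzyme | signal = chemiluminescence readout | compound = DMSO-dissolved test compounds | incubation = 30 min at room temperature | benchmarks = DMSO wells, no-enzyme wells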
The depositor's hits bear a star. This is a random part of the collection; about 5% have a hit in one of these screens.

item | Compound | APOBEC3A inh | mIAP block | mIAP act | MPTP inh | GRIN3A LBD mod
1 | CC(C)c1ccc(NC2CCCN(C(=O)c3cc(C(C)C)nc(N)n3)C2)cc1 (stereo not given) | -7 | 10 | 0.9 | -0.3 | -2
2 | S=c1[nH]nc(-c2ccc(Cl)cc2)n1-c1ccc2c(c1)OCCO2 | -2 | -2 | 1 | -0.9 | -2
3 | COc1ccc(C(CC(=O)N2CCCC(C)C2)c2c(OC)cc(OC)c3c(-c4ccccc4)cc(=O)oc23)cc1 (stereo not given) | 69* | 7 | 0.93 | 2.1 | 16*
4 | O=C(NCc1ccc(Cl)cc1)c1ccc(CNc2c(N3CCOCC3)c(=O)c2=O)cc1 | 2 | 6 | 0.94 | 1.3 | -3
5 | COc1ccc(OCC(O)CNS(=O)(=O)c2ccc(C)cc2)cc1 (stereo not given) | 1 | -5 | 1.1 | 4.8 | 0
6 | CCN1CCN(c2ccc(NC(=O)c3cccc(F)c3)cc2Cl)CC1 | -2 | 7 | 0.93 | -2.4 | -7
7 | CSCCC(=O)N1C(C)CCCC1C(=O)O (stereo not given) | 0 | -13 | 1.1 | -0.5 | 1
8 | COc1ccc(C2CC(c3ccc4ccccc4c3)=NN2C(=O)CNC2CCCCC2)cc1 (stereo not given) | -1 | -8 | 1.1 | 8.0 | -1
9 | Cn1c(=O)[nH]c(=O)c2c1nc(N1CCC(Cc3ccccc3)CC1)n2Cc1ccccc1 | -3 | -27 | 1.3 | -1.4 | -4
10 | CCC(C(=O)OC)n1cnc2scc(-c3ccc(C)cc3)c2c1=O (stereo not given) | -3 | 5 | 0.95 | 0.8 | -2
11 | COc1ccc(NC(=O)CN2C(=O)C(c3ccccc3)=NC23CCCCCC3)cc1OC | -2 | -5 | 1 | -0.3 | -1
12 | COc1ccccc1CCNC(=O)c1ccc2nc[nH]c2c1 | 5 | 12 | 0.88 | 0.2 | -1
13 | COc1ccc(Cl)cc1Nc1nc(NCCO)nc(N2CCCC2)n1 | -6 | -5 | 1.1 | -11 | -1
14 | C=CC[C@@H](CC(=O)N(CCO)Cc1ccccc1)C(=O)N[C@H](COC(=O)[C@@H](CC=C)CC(=O)OC(C)(C)C)c1ccccc1 | 1 | -4 | 1 | 2.0 | -5
15 | O=[N+]([O-])c1cnn2cc(Br)cnc12 | 0 | 0 | 0.99 | -1.3 | -1

item | beta cell repl | hIAP act | hIAP block | A3G deaminase
1 | 3 | 1.2 | -17 | -5
2 | 0 | 0.93 | 7 | 21
3 | -8 | 0.97 | 2 | 18
4 | 0 | 0.92 | 8 | -4
5 | -1 | 1 | -2 | -3
6 | -2 | 1.1 | -7 | -1
7 | -4 | 0.98 | 2 | 1
8 | -6 | 1 | -3 | -6
9 | -6 | 1.2 | -25 | -12
10 | 0 | 0.88 | 12 | -6
11 | -4 | 0.99 | 1 | -2
12 | -3 | 1.4 | -45 | 2
13 | 0 | 1.1 | -9 | -7
14 | -6 | 1.2 | -20 | 4
15 | -2 | 1.1 | -5 | -5

Copied from above, compounds 13–15
item | Compound | APOBEC3A inh | mIAP block | mIAP act | MPTP inh | GRIN3A LBD mod
13 | COc1ccc(Cl)cc1Nc1nc(NCCO)nc(N2CCCC2)n1 | -6 | -5 | 1.1 | -11 | -1
14 | C=CC[C@@H](CC(=O)N(CCO)Cc1ccccc1)C(=O)N[C@H](COC(=O)[C@@H](CC=C)CC(=O)OC(C)(C)C)c1ccccc1 | 1 | -4 | 1 | 2.0 | -5
15 | O=[N+]([O-])c1cnn2cc(Br)cnc12 | 0 | 0 | 0.99 | -1.3 | -1

item | beta cell repl | hIAP act | hIAP block | A3G deaminase
13 | 0 | 1.1 | -9 | -7
14 | -6 | 1.2 | -20 | 4
15 | -2 | 1.1 | -5 | -5

The results go on:
item | Compound | APOBEC3A inh | mIAP block | mIAP act | MPTP inh | GRIN3A LBD mod
16 | CS(=O)(=O)Nc1ccc(C(=O)Nc2ccc(S(=O)(=O)Nc3nccs3)cc2)cc1 | -3 | 0 | 0.99 | 0.4 | 0
17 | O=C(CN1CCN(S(=O)(=O)c2ccc(F)cc2)CC1)Nc1cccc(C(F)(F)F)c1 | -1 | -6 | 1.1 | 2.7 | -7
18 | C/C(CC(=O)Nc1cc(Cl)ccc1Cl)=N\NC(N)=S | -6 | -8 | 1.1 | -1.9 | 0
19 | COc1ccc(Cn2c(=O)[nH]c3cc(OC)c(OC)cc3c2=O)cc1 | -1 | -2 | 1 | 4.3 | 0
20 | COc1ccc(C(=O)NC(=S)NNC(=O)c2ccccc2C)cc1 | -5 | 11 | 0.89 | 3.6 | -2
21 | Cc1cccc(C(=O)NNC(=O)c2ccccc2Br)c1 | -4 | -4 | 1 | 2.6 | -1
22 | Cn1c(CCC(=O)Nc2cc(S(C)(=O)=O)ccc2Cl)nc2cc(S(=O)(=O)N3CCOCC3)ccc21 | 74* | -6 | 1.1 | 0.0 | 2
23 | NC(=O)C1CCN(C2=C(NS(=O)(=O)c3ccc(Br)cc3)C(=O)c3ccccc3C2=O)CC1 | -4 | 5 | 0.95 | 2.3 | -8
24 | Cn1c(CCN2CCOCC2)nc2cc(NS(=O)(=O)c3ccccc3)ccc21 | -6 | -18 | 1.2 | 6.2 | 1
25 | CCc1sc(C(=O)Nc2cc(Cl)ccc2N2CCCCC2)cc1C | 2 | 1 | 0.99 | 45 | 1
26 | COc1ccc2nc(NC(=O)CCn3cccc3)sc2c1 | -3 | 1 | 0.99 | 0.2 | -2
27 | Cc1cccc(C)c1NC(=O)CN1C(=O)NC(C)(C2CC2)C1=O (stereo not given) | 4 | 1 | 0.99 | -0.8 | -2
28 | CC(=O)N1CCOc2ccc(S(=O)(=O)N3CCC(C(=O)NCc4ccccc4)CC3)cc21 | 3 | -6 | 1.1 | -1.5 | 4
29 | O=C(NC(Cc1c[nH]c2ccccc12)C(=O)O)/C(=C\c1ccc2c(c1)OCO2)NC(=O)c1ccccc1 (stereo not given) | 4 | 7 | 0.93 | -0.1 | 0
30 | CC(=O)c1ccc(S(=O)(=O)N2CCN(C(=O)c3ccc(-n4cncn4)c([N+](=O)[O-])c3)CC2)cc1 | 0 | 7 | 0.93 | -0.5 | 0

item | beta cell repl | hIAP act | hIAP block | A3G deaminase
16 | -4 | 0.94 | 6 | -6
17 | -3 | 0.87 | 13 | 3
18 | -3 | 1.4 | -38 | -7
19 | 3 | 0.96 | 4 | -1
20 | -2 | 1.5 | -49 | -3
21 | -1 | 0.96 | 4 | -7
22 | -5 | 0.92 | 8 | 26
23 | 0 | 1.1 | -11 | 2
24 | -1 | 1.2 | -17 | -6
25 | -2 | 0.98 | 2 | 1
26 | 0 | 0.91 | 9 | -3
27 | -5 | 1 | 0 | 0
28 | 1 | 1 | -5 | -2
29 | -4 | 1 | -2 | -2
30 | -1 | 1.1 | -12 | -1

item | Compound | APOBEC3A inh | mIAP block | mIAP act | MPTP inh | GRIN3A LBD mod
31 | COC(=O)C(C)N1C(=O)S/C(=C\c2ccc(-c3ccc(C(=O)O)cc3C)o2)C1=O (stereo not given) | 51* | 6 | 0.94 | 2.8 | 4
32 | [O-]/[N+](=C\c1ccccc1)[C@@H]1CCCC[C@@H]1/[N+]([O-])=C/c1ccccc1 | -6 | -2 | 1 | 1.8 | 3
33 | Cc1cc(C)c(S(=O)(=O)NC2CCN(Cc3ccccc3)CC2)c(C)c1 | 8 | -6 | 1.1 | 2.1 | -1
34 | O=S(=O)(c1cccc2nsnc12)N1CCN(c2ccccc2F)CC1 | -1 | 1 | 0.99 | -0.9 | -3
35 | CCOCC(=O)NCc1ccc2c(c1)OCO2 | 1 | 0 | 1 | -0.7 | -8
36 | CCn1c(SCC(=O)NC2CC2)nnc1-c1cccc(OC)c1 | 0 | -2 | 1 | -0.1 | 1
37 | COC(=O)CNC(=O)CN(c1ccc(OC)cc1OC)S(=O)(=O)c1ccccc1 | 1 | -13 | 1.1 | -1.7 | 2
38 | CN(C1CCCCC1)S(=O)(=O)c1ccc(-c2ccccn2)s1 | -3 | 6 | 0.94 | 4.8 | 3
39 | CC1CCN(C(=O)CSCc2ccc(Cl)cc2)CC1 | -4 | -4 | 1 | 1.5 | 0
40 | Cc1ccc(CSCC(=O)N(C)CC(=O)Nc2ccc(Cl)c(Cl)c2)cc1 | -1 | -3 | 1 | 0.1 | 10
41 | CN(CC(=O)N1CCN(c2ccccn2)CC1)S(=O)(=O)c1ccc2ccccc2c1 | 0 | -10 | 1.1 | -0.5 | -4
42 | CCOC(=O)C1=C(COC(=O)CCC(=O)c2ccc(C)cc2)NC(=O)NC1C (stereo not given) | -2 | 5 | 0.95 | -1.5 | 0
43 | O=C(NCC1CCCN1S(=O)(=O)c1cccs1)c1ccc(Cl)cc1 (stereo not given) | 2 | -6 | 1.1 | -1.0 | 2
44 | CC(=O)c1cc(C#N)c(SCC(=O)OC(C)C)nc1C | 1 | 0 | 1 | 0.0 | 7
45 | O=c1ccc2cc(S(=O)(=O)Nc3ccccc3F)ccc2o1 | 3 | 1 | 0.99 | 0.2 | -1

item | beta cell repl | hIAP act | hIAP block | A3G deaminase
31 | -3 | 0.89 | 11 | 12
32 | 0 | 0.95 | 5 | -8
33 | -3 | 1.1 | -7 | 8
34 | 1 | 0.96 | 4 | -7
35 | -3 | 0.94 | 6 | -8
36 | -4 | 1.2 | -18 | -4
37 | 0 | 0.97 | 3 | -7
38 | -1 | 0.89 | 11 | -13
39 | 0 | 1.1 | -14 | -7
40 | -5 | 0.92 | 8 | -8
41 | -2 | 0.9 | 10 | 2
42 | 2 | 0.98 | 2 | -2
43 | 3 | 1 | -4 | -3
44 | -4 | 0.93 | 7 | 3
45 | -3 | 0.78 | 22 | -1

2 of the compounds above, with two lines to a compound:
Fields: APOBEC3A inh	mIAP block	mIAP act	MPTP inh	GRIN3A LBD mod	beta cell repl	hIAP act	hIAP block	A3G deaminase
#39 CC1CCN(C(=O)CSCc2ccc(Cl)cc2)CC1
 : -4	-4	1	1.5	0	0	1.1	-14	-7
#40 Cc1ccc(CSCC(=O)N(C)CC(=O)Nc2ccc(Cl)c(Cl)c2)cc1
 : -1	-3	1	0.1	10	-5	0.92	8	-8

Next results
item | Compound | APOBEC3A inh | mIAP block | mIAP act | MPTP inh | GRIN3A LBD mod
46 | NNC(=O)c1ccc(COc2ccc(Br)cc2)o1 | 1 | 2 | 0.97 | 0.7 | 1
47 | COC(=O)c1ccccc1S(=O)(=O)N(Cc1cc2ccc(OC)cc2[nH]c1=O)CC1CCCO1 (stereo not given) | 2 | -10 | 1.1 | 0.3 | 0
48 | Cc1ccc(S(=O)(=O)N(C)c2nc3ccccc3[nH]c2=S)cc1 | 0 | 7 | 0.93 | 1.7 | 1
49 | COC(=O)c1ccccc1S(=O)(=O)N1CCC(C(=O)OC(C)C(=O)NC(N)=O)CC1 (stereo not given) | -3 | 2 | 0.98 | -2.1 | -1
50 | CCN(CC)C(=O)c1cc2cc(Br)ccc2oc1=O | -2 | 2 | 0.98 | -1.7 | 0
51 | Cc1nc(SCCC(C)C)c([N+](=O)[O-])[nH]1 | -3 | 6 | 0.94 | 8.4 | -2
52 | O=[N+]([O-])c1ccccc1-c1ccc(/C=N/n2cnnc2)o1 | 3 | 3 | 0.97 | -2.2 | 0
53 | Cc1cc(C)c(OCC(=O)Nc2nnn(C)n2)c(Br)c1 | -2 | -1 | 1 | 0.3 | 2

item | beta cell repl | hIAP act | hIAP block | A3G deaminase
46 | -2 | 0.99 | 1 | -1
47 | -1 | 1.1 | -8 | 1
48 | -7 | 0.98 | 2 | 6
49 | 2 | 1.1 | -5 | -6
50 | -2 | 0.82 | 18 | 13
51 | -1 | 1 | -2 | -3
52 | 0 | 0.84 | 16 | 0
53 | 0 | 1 | 0 | -4

High-throughput results (PubChem)
